BoNT A protease = inhibitors of Botulinum neurotoxin A light chain protease | 360,000 compounds, 0.17% hits | AID 588499 | inhibition, % at 10 µM | multiplex microsphere protease substrate cleavage, flow cytometry; also: plate controls were buffer without enzyme for full effect and enzyme alone for no effect
CCHF vOTU inh = CCHFV vOTU protease inhibition; 370,000 compounds, 0.55% hits; Pep-AMC fluorescence; inhibition, % at 11.5 µM; in the data active = inhibition above about 30%; also: 0% = vehicle wells with enzyme and 100% = no enzyme wells
Anthrax LF inh2 = inhibitors of Bacillus anthracis lethal factor protease | P15917 | multiplex microsphere protease cleavage assay, LF | inhibition, % at 10 µM | 360,000 compounds, 0.12% hits; also: plate controls were buffer without enzyme for full effect and enzyme alone for no effect
TcdB GH inh = inhibitors of Clostridioides difficile toxin B glycohydrolase | TcdB glycohydrolase enzymatic assay, plate reader | 350,000 compounds, 0.24% hits | AID 652162 | inhibition, % at 9.99 µM; in the data active = inhibition above about 10%
Target sequence (P18177 whole entry, looked up): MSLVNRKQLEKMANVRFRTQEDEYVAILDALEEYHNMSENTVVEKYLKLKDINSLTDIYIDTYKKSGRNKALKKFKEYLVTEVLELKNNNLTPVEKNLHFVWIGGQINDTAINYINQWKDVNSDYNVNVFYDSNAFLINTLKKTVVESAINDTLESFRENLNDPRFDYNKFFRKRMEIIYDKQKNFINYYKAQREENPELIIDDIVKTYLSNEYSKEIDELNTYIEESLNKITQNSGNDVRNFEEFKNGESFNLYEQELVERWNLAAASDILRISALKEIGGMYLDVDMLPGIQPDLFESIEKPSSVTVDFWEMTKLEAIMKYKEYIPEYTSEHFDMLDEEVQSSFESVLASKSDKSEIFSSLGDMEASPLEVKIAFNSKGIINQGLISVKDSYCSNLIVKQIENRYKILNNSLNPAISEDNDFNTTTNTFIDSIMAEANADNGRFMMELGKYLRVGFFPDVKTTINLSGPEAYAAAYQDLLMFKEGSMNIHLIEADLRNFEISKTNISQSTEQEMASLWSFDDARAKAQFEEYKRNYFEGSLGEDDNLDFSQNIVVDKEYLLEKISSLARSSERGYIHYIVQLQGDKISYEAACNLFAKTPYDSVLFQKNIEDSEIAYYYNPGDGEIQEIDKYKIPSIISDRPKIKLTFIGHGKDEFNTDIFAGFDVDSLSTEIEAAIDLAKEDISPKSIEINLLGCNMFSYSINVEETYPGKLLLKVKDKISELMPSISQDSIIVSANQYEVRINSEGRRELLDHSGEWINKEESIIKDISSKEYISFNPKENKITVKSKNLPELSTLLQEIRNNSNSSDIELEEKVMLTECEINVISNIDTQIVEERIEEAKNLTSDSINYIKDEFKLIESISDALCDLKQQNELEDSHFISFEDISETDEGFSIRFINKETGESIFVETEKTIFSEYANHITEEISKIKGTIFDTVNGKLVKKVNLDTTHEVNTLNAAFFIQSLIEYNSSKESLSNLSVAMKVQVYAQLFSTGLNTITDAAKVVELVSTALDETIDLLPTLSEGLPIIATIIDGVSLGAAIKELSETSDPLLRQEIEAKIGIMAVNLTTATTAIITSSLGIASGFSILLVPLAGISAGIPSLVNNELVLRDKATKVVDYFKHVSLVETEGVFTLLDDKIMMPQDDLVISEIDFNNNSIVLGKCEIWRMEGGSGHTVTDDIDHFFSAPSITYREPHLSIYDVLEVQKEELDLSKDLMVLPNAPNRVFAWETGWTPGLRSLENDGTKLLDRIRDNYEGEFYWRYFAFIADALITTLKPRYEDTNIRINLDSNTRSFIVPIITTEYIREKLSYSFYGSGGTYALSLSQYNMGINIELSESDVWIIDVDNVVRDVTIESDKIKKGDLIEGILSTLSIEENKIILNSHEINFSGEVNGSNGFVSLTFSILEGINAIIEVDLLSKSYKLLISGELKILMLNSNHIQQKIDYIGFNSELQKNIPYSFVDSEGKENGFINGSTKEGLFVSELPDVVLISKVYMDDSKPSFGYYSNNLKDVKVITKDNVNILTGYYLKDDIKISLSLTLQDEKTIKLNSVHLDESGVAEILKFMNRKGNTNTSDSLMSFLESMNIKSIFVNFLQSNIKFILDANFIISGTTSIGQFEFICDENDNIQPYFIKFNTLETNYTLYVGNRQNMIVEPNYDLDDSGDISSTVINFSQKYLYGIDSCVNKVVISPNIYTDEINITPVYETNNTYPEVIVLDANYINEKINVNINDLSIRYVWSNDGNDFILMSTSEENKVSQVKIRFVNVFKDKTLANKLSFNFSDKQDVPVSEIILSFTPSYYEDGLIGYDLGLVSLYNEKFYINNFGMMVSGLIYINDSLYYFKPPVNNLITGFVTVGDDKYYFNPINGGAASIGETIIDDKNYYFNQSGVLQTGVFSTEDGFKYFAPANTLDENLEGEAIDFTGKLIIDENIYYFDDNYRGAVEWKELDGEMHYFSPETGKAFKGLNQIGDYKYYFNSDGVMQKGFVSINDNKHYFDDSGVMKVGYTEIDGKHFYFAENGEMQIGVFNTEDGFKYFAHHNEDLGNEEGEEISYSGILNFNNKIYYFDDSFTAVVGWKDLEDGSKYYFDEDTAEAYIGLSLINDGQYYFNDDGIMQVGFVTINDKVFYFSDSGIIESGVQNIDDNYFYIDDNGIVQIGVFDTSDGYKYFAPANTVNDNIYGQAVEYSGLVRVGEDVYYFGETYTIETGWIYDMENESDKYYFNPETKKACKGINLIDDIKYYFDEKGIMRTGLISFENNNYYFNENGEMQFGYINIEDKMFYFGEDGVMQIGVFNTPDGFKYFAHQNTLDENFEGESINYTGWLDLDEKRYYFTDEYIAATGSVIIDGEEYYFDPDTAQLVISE
BoNT F protease = inhibitors of Botulinum neurotoxin F light chain protease | Multiplex microsphere protease cleavage assay, flow cytometry | inhibition, % at 10 µM | 360,000 compounds, 0.22% hits | AID 588497; in the data active = inhibition above about 35%, passing the limit was not always enough; inconclusive = no clear call, values can overlap the other calls; also: plate controls were buffer without enzyme for full effect and enzyme alone for no effect
FadD28 FP inh = blocks FadD28 binding to the bisubstrate probe | fluorescence polarization | inhibition, % at 12.5 µM | 360,000 compounds, 0.22% hits; in the data active = inhibition above about 8.5%, passing the limit was not always enough; inconclusive = no clear call, values can overlap the other calls
PrPC TRFRET = inhibitors of human cell surface prion protein PrPC. TR-FRET read-out. inhibition, % at 13.8 µM. 370,000 compounds, 0.43% hits; in the data active = inhibition above about 24%; also: 0% = median of the test wells and 100% = reference compound wells
PfHsp40 yeast = rescue of PfHsp40-mediated yeast toxicity; 340,000 compounds, 0.68% hits; AID 504582; S. cerevisiae expressing PfHsp40, growth rescue, ATP luminescence; growth rescue, % at 12.5 µM; in the data active = growth rescue above about 28%, passing the limit was not always enough; inconclusive = no clear call, values can overlap the other calls;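 also: yeast W303a lacking pdr1 and pdr3 grown in galactose medium; growth measured after three days at 30 °C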
Y pestis TopoI = blocks Yersinia pestis topoisomerase I activity; activity, % at 10 µM; AID 504884; Y. pestis Topo-I cleavage product accumulation, plate reader; 360,000 compounds, 0.064% hits; in the data active = activity above about 50%, passing the limit was not always enough; inconclusive = no clear call, values can overlap the other calls; also: inactives centre near 2
* marks the source's active call; other numbers are inactive results; u = inconclusive; x = no result given. Rule as the data show it, unless noted: active = inhibition above about 30%; inconclusive = no clear call, values can overlap the other calls; inactive = below that.

SMILES | BoNT A protease | CCHF vOTU inh | Anthrax LF inh2 | TcdB GH inh | BoNT F protease | FadD28 FP inh | PrPC TRFRET | PfHsp40 yeast | Y pestis TopoI
OC(c1ccc(Cl)cc1)c1nccc2ccccc12 (stereo not given) | -0.2 | 3 | -2 | 0.5 | -14 | -5.8 | 6 | 2.4 | 11
O=C(NCc1ccco1)c1cccc(S(=O)(=O)N2CCc3ccccc32)c1 | 0.0 | 6 | 0 | 0.4 | -8 | -3.0 | 7 | -1.1 | 13
O=c1cc(Cl)[nH]c(=O)n1CCNc1ncc(C(F)(F)F)cc1Cl | 0.8 | 8 | 2 | x | -4 | -0.4 | 3 | 0.0 | -3
COc1ccc(O)c(CN2CCCC(C(=O)c3sccc3C)C2)c1 (stereo not given) | -0.7 | 3 | -5 | -6.7 | -2 | -1.6 | -5 | -1.1 | 10
COc1ccc(OCC(=O)NNC(=O)c2nn(C)c(=O)c3ccccc23)cc1 | 1.0 | 4 | 0 | x | 2 | -3.0 | 8 | 0.0 | -7
Cn1cc(C(=O)N/N=C/C2=C(N3CCOCC3)C(=C\c3ccccc3)/CC2)ccc1=O | 0.3 | -4 | -2 | x | -2 | -2.1 | -9 | 2.2 | 16
COc1ccc(C2CC(=O)c3c([nH]c(C(=O)OC(C)C)c3C)C2)cc1OC (stereo not given) | 1.3 | 6 | -1 | 7.0 | 6 | -4.9 | -3 | 1.1 | 7
Cc1ccc(Cn2ncc3c(N4CCN(c5ccc(C)cc5)CC4)ncnc32)cc1 | 0.9 | -2 | 2 | x | u | -4.1 | 4 | -0.4 | 3
O=C(CCc1ccc(S(=O)(=O)N2CCOCC2)cc1)OCC(=O)c1ccccc1F | -0.1 | 19 | -1 | -1.4 | 3 | -3.0 | 6 | -0.6 | 26
COc1ccc(N2CCN(CCCn3c(=S)[nH]c4ncccc4c3=O)CC2)cc1 | 1.6 | -1 | 8 | x | -1 | -2.9 | -1 | 1.0 | -7
C=CCNC(=O)COC(=O)c1ccccc1C(=O)N(C)C1CCCCC1 | 0.3 | 6 | 1 | 0.2 | 1 | -2.1 | 0 | -1.2 | -7
CCN(C(=O)COC(=O)c1nc(Cl)ccc1Cl)C1CCS(=O)(=O)C1 (stereo not given) | 1.5 | -2 | -3 | 1.5 | 3 | 0.2 | 6 | 21 | 1
Cc1ccc(S(=O)(=O)N(Cc2ccc([N+](=O)[O-])cc2)C(=O)N2CCN(C)CC2)cc1 | -39 | 1 | -6 | -2.5 | -54 | -1.6 | -23 | 0.5 | -2
Cc1cccc(NC(=O)CNC(=O)c2cc(S(=O)(=O)N(C)C)ccc2N2CCCC2)c1C | 0.4 | 21 | -11 | 0.3 | -7 | -0.4 | -1 | x | 15
CCc1cccc(N(C(=O)c2csnn2)C(C(=O)NC2CCCCC2)c2cccnc2)c1 (stereo not given) | -0.8 | 15 | -2 | 0.9 | -4 | -1.2 | 3 | -1.2 | -3
Cc1ccc(C)c(NC(=S)NCC(c2ccccc2)N(C)C)c1 (stereo not given) | 0.1 | 6 | -3 | 2.5 | -1 | -6.2 | 2 | -2.0 | -2
O=C1COc2ccc(C(=O)COC(=O)CCOc3ccccc3)cc2N1 | 0.2 | 2 | -4 | -0.8 | 5 | 1.3 | -4 | -0.1 | 19
O=C(c1ccco1)N(Cc1cccnc1)C(c1ccccc1)c1nc2ccccc2[nH]1 (stereo not given) | 0.1 | -19 | -2 | -1.3 | 4 | -1.4 | 5 | x | x
O=C(CSc1nncs1)Nc1cc(-c2ccccc2)nn1-c1ccccc1 | -0.3 | 2 | -2 | x | -6 | -0.1 | 3 | -0.3 | -1
O=C(OCc1ccccc1)c1ccccc1 | -0.2 | 5 | 5 | -6.8 | 4 | -0.5 | 7 | 0.2 | 2

The last 2 entries of the part before are carried over, then new ones follow:
SMILES | BoNT A protease | CCHF vOTU inh | Anthrax LF inh2 | TcdB GH inh | BoNT F protease | FadD28 FP inh | PrPC TRFRET | PfHsp40 yeast | Y pestis TopoI
O=C(CSc1nncs1)Nc1cc(-c2ccccc2)nn1-c1ccccc1 | -0.3 | 2 | -2 | x | -6 | -0.1 | 3 | -0.3 | -1
O=C(OCc1ccccc1)c1ccccc1 | -0.2 | 5 | 5 | -6.8 | 4 | -0.5 | 7 | 0.2 | 2
COc1cc2cncc(Cc3ccc(Cl)cc3)c2cc1OC | -1.1 | x | 5 | x | 4 | u | x | -0.8 | 29
C/C(=N\NC(=O)c1nn(C)c(C)c1Br)c1cccc(NC(=O)c2ccoc2C)c1 | 0.2 | -4 | 1 | x | -1 | -5.2 | -9 | 0.5 | 6
C/C(=N\NC(=S)NC1CCCCC1)c1cccc(C(F)(F)F)c1 | 0.4 | 1 | -3 | -1.7 | -2 | 1.7 | 2 | -1.4 | 9
Cc1c(NC(=O)Nc2cccc(C(F)(F)F)c2)c(=O)n(-c2ccccc2)n1C | -2.0 | -3 | -3 | -0.2 | 6 | -1.5 | -4 | 1.6 | 7
CCOC(=O)c1[nH]cnc1C(=O)Nc1ccncc1 | 0.9 | 0 | -3 | x | 10 | -1.3 | -3 | -0.3 | -11
O=C(COc1cccc2ccccc12)N/N=C/c1ccco1 | 0.9 | 21 | 0 | 0.9 | -1 | -1.1 | 11 | -1.4 | 7
Cc1nc(-c2cccc(NC(=O)c3cccc(S(=O)(=O)N4CCCC4)c3)c2)cs1 | 0.6 | 0 | -4 | 0.5 | -8 | 0.1 | 4 | 1.9 | -8
COC(=O)Cc1ccc(NC(=S)N2CCN(C(=O)C3CCCO3)CC2)cc1 (stereo not given) | 0.7 | 12 | -3 | -3.5 | -4 | 0.4 | 2 | -0.6 | 7
Cc1ccc(S(=O)(=O)N2CCN(c3cnn(-c4ccccc4)c(=O)c3Cl)CC2)cc1 | -0.6 | 1 | 1 | x | -5 | -2.3 | -1 | 0.1 | -1
CCCN1CN(Cc2ccccc2)CC2=C1CC(C)(C)CC2=O | 0.4 | -14 | 4 | x | -2 | -1.7 | -2 | -1.3 | 11
CCOC(=O)C(NC(=O)N(C)C)(Nc1sc(C)c(CC)c1C#N)C(F)(F)F (stereo not given) | -1.8 | -18 | -4 | x | -3 | -1.3 | -2 | 0.4 | -9
CC(C)(C)n1nnnc1C(c1ccnc2ccccc12)N1CCC2(CC1)C(=O)NCN2c1ccccc1 (stereo not given) | 0.0 | 10 | -9 | 0.6 | 2 | -3.6 | -3 | x | x
Cc1ccc(NC(=O)COC(=O)CN2C(=O)C3CCCCC3C2=O)cc1C (stereo not given) | -7.9 | 14 | -4 | 1.8 | -11 | -2.5 | 2 | -0.9 | -6
O=C(N/N=C/c1cn(-c2cccs2)nc1-c1ccccc1)c1ccccc1Cl | -0.3 | 7 | -2 | 0.7 | -3 | -6.0 | 15 | 4.4 | -6
Cc1cc(C)c(C(=O)CSc2n[nH]c(-c3ccncc3)n2)c(C)c1 | 0.2 | 8 | 0 | -1.5 | 3 | -5.0 | -1 | 0.1 | 9
COC(=O)CNC(=O)CNC(=O)Nc1ccccc1Cl | -0.4 | -5 | 0 | x | -3 | -3.5 | 4 | -1.1 | 0
Cc1ccc(S(=O)(=O)N2CCCCC2)cc1C(=O)NCc1ccncc1 | 1.4 | 9 | 2 | 0.6 | 10 | -1.7 | 3 | 0.4 | -11
CC1=CC(C)(C)n2c(O)c(N=NC(N)=S)c3cc(C)cc1c32 | 0.8 | -11 | 1 | x | 2 | -3.8 | -9 | 2.0 | -15
COc1cc(CNCCCN2CCOCC2)ccc1OCC(=O)Nc1cccc(C(F)(F)F)c1 | -0.6 | 12 | -3 | x | -14 | 0.0 | -18 | 2.5 | -3
Cc1cccc(N(CC(=O)NC2CCCC2)C(=O)c2csnn2)c1C | -0.6 | 2 | -4 | -3.4 | -4 | -4.6 | 14 | -0.6 | 3

By substructure, the entries above with a Cl atom
SMILES | BoNT A protease | CCHF vOTU inh | Anthrax LF inh2 | TcdB GH inh | BoNT F protease | FadD28 FP inh | PrPC TRFRET | PfHsp40 yeast | Y pestis TopoI
OC(c1ccc(Cl)cc1)c1nccc2ccccc12 (stereo not given) | -0.2 | 3 | -2 | 0.5 | -14 | -5.8 | 6 | 2.4 | 11
O=c1cc(Cl)[nH]c(=O)n1CCNc1ncc(C(F)(F)F)cc1Cl | 0.8 | 8 | 2 | x | -4 | -0.4 | 3 | 0.0 | -3
CCN(C(=O)COC(=O)c1nc(Cl)ccc1Cl)C1CCS(=O)(=O)C1 (stereo not given) | 1.5 | -2 | -3 | 1.5 | 3 | 0.2 | 6 | 21 | 1
COc1cc2cncc(Cc3ccc(Cl)cc3)c2cc1OC | -1.1 | x | 5 | x | 4 | u | x | -0.8 | 29
Cc1ccc(S(=O)(=O)N2CCN(c3cnn(-c4ccccc4)c(=O)c3Cl)CC2)cc1 | -0.6 | 1 | 1 | x | -5 | -2.3 | -1 | 0.1 | -1
O=C(N/N=C/c1cn(-c2cccs2)nc1-c1ccccc1)c1ccccc1Cl | -0.3 | 7 | -2 | 0.7 | -3 | -6.0 | 15 | 4.4 | -6
COC(=O)CNC(=O)CNC(=O)Nc1ccccc1Cl | -0.4 | -5 | 0 | x | -3 | -3.5 | 4 | -1.1 | 0

Other structures follow:
SMILES | BoNT A protease | CCHF vOTU inh | Anthrax LF inh2 | TcdB GH inh | BoNT F protease | FadD28 FP inh | PrPC TRFRET | PfHsp40 yeast | Y pestis TopoI
O=C(CC12CC3CC(CC(C3)C1)C2)NC1CC1 | 2.7 | -4 | -9 | 1.0 | u | -0.9 | 2 | -1.1 | 8
Cc1ccc(-c2csc3nnc(SCC(=O)NCc4ccco4)n23)cc1 | -1.8 | 5 | -4 | x | 0 | -1.1 | 2 | -0.7 | 7
Cc1ccc(SCCC(=O)NCCSCc2ccccc2C)cc1 | 1.1 | 9 | -3 | x | 3 | 0.0 | -5 | 5.5 | 0
OC(COCc1ccccc1)CN1CCN(c2ccccc2)CC1 (stereo not given) | -0.5 | 5 | -4 | x | 10 | -0.3 | -7 | -2.1 | -2
CC(=O)c1c(N2CCN(c3ccccn3)CC2)nc(=S)n(-c2ccccc2)c1C | 2.9 | 11 | -1 | 0.1 | -4 | 1.1 | 3 | 1.6 | 4
COc1ccc(C(=O)NC(=S)Nc2nc(C)cc(C)n2)cc1Br | 0.0 | -10 | -2 | -0.6 | -6 | -0.8 | -3 | x | 5
COCCNCC1C(Oc2ccc(Cl)cc2)C(=O)N1c1ccccc1C (stereo not given) | 0.1 | -10 | 0 | 1.2 | -10 | -2.6 | 0 | -1.7 | 5
COc1ccc(NC(=S)Nc2ccccc2F)c(OC)c1 | 0.1 | -16 | -10 | x | -7 | -1.5 | 2 | -1.0 | 1
O=C1NC(=O)/C(=C\c2ccccc2Oc2ccc(F)c(F)c2)S1 | 0.3 | 11 | 0 | x | -10 | -1.6 | -5 | -0.6 | 6
CN1CCN(CCC(=O)N/N=C/c2ccccc2F)CC1 | 0.4 | 8 | -5 | 0.3 | -4 | 0.5 | -1 | -1.3 | 5
Cc1ccccc1C(=O)NNC(=O)CSc1nnc(-c2ccncc2)n1-c1ccccc1 | -0.9 | -21 | 2 | -0.2 | 0 | -3.1 | -3 | -0.7 | 2
O=c1[nH]ncc(N2CCCCCC2)c1Cl | 0.6 | 4 | 2 | -0.3 | -1 | -2.3 | 8 | 0.0 | 2
NCCCC[C@H](N)c1nnc([C@H](CCC(=O)O)NC(=O)C2CCNCC2)o1 | -0.2 | 9 | -5 | -1.8 | -6 | -0.5 | -3 | -1.7 | -6
Cc1cc(N/N=C/c2ccc(O)c(C)c2O)nc(-c2ccccc2O)n1 | 0.1 | 2 | -1 | x | -1 | 0.4 | 16 | 73* | 4
CC1CCCN(CCCNC(=O)CCn2nc(-c3ccccc3)ccc2=O)C1 (stereo not given) | 0.4 | 4 | -4 | 1.1 | -1 | -2.0 | -4 | 0.2 | -4
CCOc1cccc(/C=N/N2C(C)CCCC2C)c1O (stereo not given) | 0.2 | 8 | 7 | -4.3 | 5 | 0.8 | 7 | -0.1 | -3
O=C(Cn1[nH]c(=O)c2ccccc2c1=O)NNC(=O)c1ccccc1 | 1.0 | 12 | -3 | 0.8 | 0 | -0.4 | -5 | -1.2 | -1
CC(C)CC(NC(=O)OCc1ccccc1)C(=O)NC(Cc1ccccc1)C(=O)CCl (stereo not given) | -0.1 | -4 | 1 | 1.5 | -9 | -4.5 | 4 | -0.2 | 25
